Source: PubChem
HEK cytotox = HEK 293 cell cytotoxicity. HEK 293 viability, ATP luminescence (CellTiter-Glo), 48-72 h. 94,000 compounds, 6.6% hits. Potency, µM (highest dose often 115 µM), for inactives: at the top dose activity change, negative = cytotoxicity, most hits filed as inhibitors; further: potency means the concentration at half of the fitted maximal effect; nearly all actives have a fitted effect of over 60% in size
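HEK 293 cells seeded at 250 cells/well were exposed to compound for 48 or 72 hr at 37 degree Celsius. Viability taken as ATP content by CellTiter-Glo luminescence.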
GPT2 inh = GPT2 alanine aminotransferase inhibition; Q8TD30; Recombinant GPT2, coupled pyruvate oxidase/HRP Amplex Red fluorescence; Potency, µM (highest dose often 57.7 µM), for inactives: at the top dose activity change, negative = inhibition, actives largely listed as inhibitors; 100,000 compounds, 0.25% hits; further: potency means the concentration at half of the fitted maximal effect; nearly all actives have a fitted effect of over 60% in size; many of its hits are not listed in these tables
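Recombinant GPT2 (10ng/uL) with 250uM a-KG and 2mM L-alanine, 30 min at room temperature, in HEPES pH 7.5 buffer. Pyruvate detected by pyruvate oxidase/HRP/Amplex Red fluorescence after 30 min in the dark; AOA (50uM) as positive control.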
SNCA expr inhib = SNCA gene expression inhibition. AID 1671194. 140,000 compounds, 0.17% hits. Potency, µM (doses to about 57.2 µM), for the others: at the highest dose activity change, negative = inhibition, actives largely listed as inhibitors. HEK-293 SNCA-luciferase knock-in, luminescence, 24 h;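 further: potency means the concentration at half of the fitted maximal effect; plate controls were DMSO cells for no effect and cell-free wells for full effect; nearly all actives have a fitted effect of over 45% in size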
3T3 cytotox = kills NIH 3T3 cells. NIH 3T3 viability, CellTiter-Glo ATP luminescence, 48-72 h. Potency, µM (highest dose often 96.7 µM), inactives show at the highest dose activity change, negative = cytotoxicity, actives largely listed as inhibitors. 94,000 compounds, 4.3% hits; further: potency means the concentration at half of the fitted maximal effect; nearly all actives have a fitted effect of over 55% in size
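NIH 3T3 cells at 400 cells/well received 23 nL of compound by pintool and were incubated 48 or 72 h at 37 °C. Viability was read as ATP-coupled CellTiter-Glo luminescence.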
SNCA viab count = counter-screen for SNCA expression inhibitors: cell viability | 150,000 compounds, 0.12% hits | AID 1671193 | HEK-293-SNCA-luc viability, GF-AFC fluorescence, 24 h | Potency, µM (doses to about 57.1 µM), for the others: at the top dose activity change, negative = cytotoxicity, hits mostly cytotoxic;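 further: potency means the concentration at half of the fitted maximal effect; 0% = DMSO-treated cells and -100% = medium-only wells without cells; nearly all actives have a fitted effect of over 30% in size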
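Cytotoxicity counterscreen: after 24 h compound treatment of genome-edited SNCA-luciferase HEK-293 cells, live-cell protease substrate GF-AFC read by fluorescence after 30 min; activity scaled between DMSO (0%) and medium-only (-100%), curves Hill-fitted.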
Luciferase inh = inhibitors of firefly (Photinus pyralis) luciferase. P08659. purified P. pyralis luciferase, luminescence, biochemical. Potency, µM (titrated, usually from 115 µM), inactives show at the top dose activity change, negative = inhibition, most hits filed as inhibitors. 76,000 compounds, 2.5% hits. AID 1347043; further: potency means the concentration at half of the fitted maximal effect; nearly all actives have a fitted effect of over 65% in size
Target sequence (P08659 whole entry, looked up): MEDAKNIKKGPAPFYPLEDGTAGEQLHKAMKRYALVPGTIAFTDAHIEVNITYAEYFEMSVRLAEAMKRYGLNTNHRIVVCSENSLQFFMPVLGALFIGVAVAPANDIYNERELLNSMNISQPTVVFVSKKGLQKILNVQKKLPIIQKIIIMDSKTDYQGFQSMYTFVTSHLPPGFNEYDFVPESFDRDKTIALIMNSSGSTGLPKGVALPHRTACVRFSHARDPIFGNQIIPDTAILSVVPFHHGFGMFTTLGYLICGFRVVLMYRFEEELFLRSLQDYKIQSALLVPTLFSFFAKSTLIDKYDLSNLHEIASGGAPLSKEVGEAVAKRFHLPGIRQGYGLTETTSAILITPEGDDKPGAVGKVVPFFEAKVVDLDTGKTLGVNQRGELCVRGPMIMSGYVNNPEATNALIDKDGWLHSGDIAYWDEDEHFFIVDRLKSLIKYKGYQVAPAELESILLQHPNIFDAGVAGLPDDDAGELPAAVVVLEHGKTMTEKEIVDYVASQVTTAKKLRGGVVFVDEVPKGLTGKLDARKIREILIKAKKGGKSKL
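Cell-free enzyme assay, 10nM P. pyralis luciferase, luciferin and ATP each at 10uM. Inhibition profiled over a 6-point titration, read as luminescence.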
IP6K1 inhibitor = IP6K1 kinase inhibition; 140,000 compounds, 0.81% hits; IP6K1 kinase, ADP-Glo luminescence, 2 h; stronger effect = lower value; Q92551; activity change, % (series mostly up to about 58 µM); AID 1645851; in the data active means activity change below about -25%
Target sequence (Q92551 whole entry, looked up): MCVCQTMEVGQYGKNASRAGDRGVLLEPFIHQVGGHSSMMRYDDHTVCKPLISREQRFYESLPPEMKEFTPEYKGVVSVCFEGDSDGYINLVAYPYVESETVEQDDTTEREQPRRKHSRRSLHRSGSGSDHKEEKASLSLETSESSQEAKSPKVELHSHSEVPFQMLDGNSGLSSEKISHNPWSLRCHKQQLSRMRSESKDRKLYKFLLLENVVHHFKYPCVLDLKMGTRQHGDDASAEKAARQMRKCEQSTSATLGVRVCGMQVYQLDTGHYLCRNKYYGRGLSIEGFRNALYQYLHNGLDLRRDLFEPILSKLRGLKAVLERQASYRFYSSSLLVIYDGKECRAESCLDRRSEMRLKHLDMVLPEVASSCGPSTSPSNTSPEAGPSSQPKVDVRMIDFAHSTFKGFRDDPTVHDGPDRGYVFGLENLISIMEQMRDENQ
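ADP-Glo luminescence measures ADP made by human IP6K1 during a 2 h RT reaction with ATP/IP6 (mix at 1.3 mM/130 uM); top library doses 57.5 and 19.1 uM final.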
* hit, by the source's call; i = inactive; ? = inconclusive; . = not tested or not shown; & = joins results of further samples; [ ] = remark or other dose. Unless noted, the call rests on the fitted dose curve; in most records, active means well fitted curve in the direction sought with a large enough effect; inconclusive means small, poorly fitted or top-dose-only effect, or another doubt; inactive means no such curve, though single readings can be large; an effect the other way counts as inactive or inconclusive. Unless noted, on the % scale 0 is the no-effect control and ±100 the full control effect.

SMILES	HEK cytotox	GPT2 inh	SNCA expr inhib	3T3 cytotox	SNCA viab count	Luciferase inh	IP6K1 inhibitor
Cc1ccccc1-c1noc(CCC(=O)N[C@H]2CC[C@H]2N)n1	-1%	-23%[11.5 µM]	-11%	-2%	-4%	13%	43
O=C1NCCN2CC3(CCN(C(=O)c4ccco4)CC3)CC12 (stereo not drawn)	?	i	-9%	-11%	0%	-13%	-10
COc1ccc(C)cc1NC(=O)c1cc(S(=O)(=O)NCCC2=CCCCC2)ccc1F	.	.	-4%	.	-6%	.	-12
CS(=O)(=O)N(Cc1cccnc1)C1CN(C(=O)c2ccc3cc[nH]c3c2)C1	-2%	i	-6%	-2%	2%	-10%	3
O=C(COc1ccccc1F)Nc1nnc(SCc2cc(=O)c3ccccc3[nH]2)s1	.	.	-1%	.	3%	.	-7
COc1ccc(C(=O)N[C@@H]2CN(C(=O)Nc3cccc(C#N)c3)CCC[C@H]2O)cc1	?	-7%[88.5 µM]	11%[87.6 µM]	?	-22%[87.6 µM]	?	1
Cc1cnc(C(=O)N[C@@H]2CCC[C@@H]2C(=O)NCc2ccc(OC(C)C)cc2)cn1	-19%	?	19%	-1%	-9%	-8%	21
CCC(Sc1nc2ncccc2o1)C(=O)Nc1cccc(C)c1 (stereo not drawn)	.	.	53%[activator]	.	8%	.	4
O=C(Cn1ccn2nc(-c3ccc(F)cc3)c(CO)c2c1=O)Nc1cccc(C(F)(F)F)c1	3%	i	6%	i	8%	5%	2
CC(=O)c1cc(CN2CCOC(CCCc3ccccc3)C2)cs1 (stereo not drawn)	?	-5%	1%	-27%	2%	1%	7
Cn1cc(S(=O)(=O)NC2CC(c3cc(N4CCC(O)C4)ncn3)C2)cn1 (stereo not drawn)	2%	-5%	-1%	2%	-4%	3%	8
Cn1nc(C2CCN(S(=O)(=O)c3ccc4c(c3)CCCC4)CC2)n(C2CCCC2)c1=O	?	i	?	?	-13%	0%	-1
CN(C)Cc1ccc(-c2cc(-c3ccncc3)c3cncn3c2)cc1	89µM*	-1%[88.5 µM]	-14%[87.6 µM]	?	-8%[87.6 µM]	?	-13
CC(C)c1nnsc1CN1CCCn2nc(C(O)C3CCC3)cc2C1 (stereo not drawn)	?	i	16%	-27%	0%	1%	9
CC1(O)CCCN(Cc2cc3cc4c(cc3nc2-c2ccc(Cl)cc2)OCO4)C1 (stereo not drawn)	?	1%	?	?	?	32µM*	15
O=C(Cn1c(=O)n(-c2ccc(Cl)cc2)c(=O)c2c3c(sc21)CCC3)c1ccccc1	.	.	?	.	-2%	.	2
O=C(O)c1ccc2c(c1)n(Cc1cccc(F)c1)c(=O)c1ccnn12	-4%	3%	-26%	?	16%	-12%	9
COc1ccc(CN2CC3(CCN(C(=O)c4cccc(C)c4)CC3)C2=O)cc1	-23%	0%	12%	-16%	0%	11%	6
COc1cc(-c2cccc(O)c2)cc2c1OCO2	.	i	.	.	?	.	-9
Cc1ccc(N(CC(=O)Nc2cccc(Cl)c2)S(=O)(=O)c2cccs2)cc1	.	.	-16%	.	-7%	.	-2
COc1ccc(NC(=O)c2cnc3c(c2)N(C(=O)CCc2ccccc2)CCC3)cn1	?	i	10%[87.6 µM]	-20%[138 µM]	0%[87.6 µM]	-3%[172 µM]	12
CC(C)CC(=O)N1CCOCC12CCN(CCCc1ccccc1)CC2	?	2%[88.5 µM]	-1%[87.6 µM]	?	-5%[87.6 µM]	-8%[172 µM]	-10
CC1(C)CN(S(=O)(=O)N2CCCC2)CC1c1ccccc1 (stereo not drawn)	?	-9%	?	2%	-7%	-3%	7
Cc1ccc(Cl)cc1NC(=O)Nc1nnc(N2CCCC(C)C2)s1 (stereo not drawn)	.	.	7%	.	9%	.	0
C/C=C/c1ccc(O)c(OC)c1	.	-7%	-15%[25.6 µM]	.	14%[23.9 µM]	.	14

A draw from above in order of SMILES length, lowest first:
SMILES	HEK cytotox	GPT2 inh	SNCA expr inhib	3T3 cytotox	SNCA viab count	Luciferase inh	IP6K1 inhibitor
CC(=O)c1cc(CN2CCOC(CCCc3ccccc3)C2)cs1 (stereo not drawn)	?	-5%	1%	-27%	2%	1%	7
O=C1NCCN2CC3(CCN(C(=O)c4ccco4)CC3)CC12 (stereo not drawn)	?	i	-9%	-11%	0%	-13%	-10
COc1ccc(CN2CC3(CCN(C(=O)c4cccc(C)c4)CC3)C2=O)cc1	-23%	0%	12%	-16%	0%	11%	6
CS(=O)(=O)N(Cc1cccnc1)C1CN(C(=O)c2ccc3cc[nH]c3c2)C1	-2%	i	-6%	-2%	2%	-10%	3
Cn1nc(C2CCN(S(=O)(=O)c3ccc4c(c3)CCCC4)CC2)n(C2CCCC2)c1=O	?	i	?	?	-13%	0%	-1
COc1ccc(C(=O)N[C@@H]2CN(C(=O)Nc3cccc(C#N)c3)CCC[C@H]2O)cc1	?	-7%[88.5 µM]	11%[87.6 µM]	?	-22%[87.6 µM]	?	1

New compounds follow
SMILES	HEK cytotox	GPT2 inh	SNCA expr inhib	3T3 cytotox	SNCA viab count	Luciferase inh	IP6K1 inhibitor
COc1ccccc1CC(=O)Nc1ccc2ncnc(N3CCCCC3)c2c1	?	i	-13%	?	-20%	0%	6
CC(C)C(=O)N1CCC(OC2CCN(Cc3ccccc3)CC2)CC1	-18%	i	5%	-29%	-4%	-7%	-6
COc1cccc(NC(=O)N[C@H]2CCN(C(=O)c3cnccn3)[C@@H]2C(=O)N[C@H](Cc2ccccc2)C(N)=O)c1	-13%	3%	7%	-12%	0%	-14%	-5
O=C(O)[C@@H]1CN(Cc2ccccc2)C[C@@H]1C(=O)N1CCCC1	-3%	-11%	-24%	-11%	2%	-4%	19
CNC(=O)c1cc(C2CC2)nc2c1c(C1CCCN1C(=O)c1ccccc1Cl)nn2C (stereo not drawn)	i	.	.	-24%	.	.	9
N[C@@H](CSSC[C@H](N)C(=O)O)C(=O)O	.	-1%[0.698 µM]	-19%[0.232 µM]	.	23%[0.225 µM]	.	11
O=C(CN1C(=O)C2CCCCN2c2ccc(C(=O)N3CCCC3)cc21)NCc1ccccc1 (stereo not drawn)	.	.	?	.	24%	.	17
Cc1cccc(CCNC(=O)C2CCCN(S(=O)(=O)c3ccc4c(c3)oc(=O)n4C)C2)c1 (stereo not drawn)	.	.	-1%	.	-5%	.	-9
N#Cc1cccc(-c2c(C(=O)NCc3ccc(Cl)cc3)nc3sccn23)c1	?	4%	0%	35µM*	12%	.	5
NC(=O)[C@@H](Cc1ccccc1)NC(=O)[C@@H]1C[C@@H](NS(=O)(=O)c2cccs2)CCN1C(=O)COCC(=O)O	5%	-14%	-1%	-1%	2%	2%	6
CC(NC(=O)Cc1ccc(N(Cc2ccccc2)C(=O)c2ccco2)cc1)c1ccccc1 (stereo not drawn)	?	2%	12%	?	-5%	-5%	-6
CN(Cc1cccnc1)C1CN(C(=O)Nc2ccccc2F)C1	-24%	3%	42%[activator]	-10%	-21%	.	9
Cc1cn2nc(C(=O)N3CCC(NC(=O)c4ccc[nH]4)CC3)cc2c(=O)[nH]1	-4%	i	2%	-29%	-5%	0%	-15
CN1CCCCCCN(C(=O)C2(c3ccccc3)CC2)[C@H]2CCC[C@H]2C1=O	?	i	?	?	1%	4%	13
COc1cccc(-c2noc(COC(=O)C3=CN(C)S(=O)(=O)N=C3C)n2)c1	?	5%	-12%	?	3%	?	-6
CCCn1c2ccccc2c2cnn(CC(=O)NCc3cc(OC)ccc3OC)c(=O)c21	.	.	35%[activator]	.	5%	.	-6
CCOc1cc(=O)n2c(c1C(=O)Nc1ccccc1Cl)CCCC2	?	i	?	?	?	-4%	10
O=C(c1cccc(Cl)c1)N1CCc2nc(C3CC3)nc(-c3ccc(O)cc3)c2CC1	?	i	-3%	?	-9%	4%	10
CN1CCC(OC2CCN(C(=O)c3ccccn3)CC2)CC1	-6%	-8%	2%	-7%	5%	-3%	-12
COc1cc2c(cc1OC)[C@@H]1Cc3ccc(OC)c(OC)c3CN1CC2	.	i	12%	.	3%	.	.
COCCn1cncc1CNc1nc(C)nc2ncccc12	-16%	-10%	21%	1%	4%	-3%	11
CCOc1ccc2nc(NC(=O)CS(=O)(=O)c3ccc(Cl)cc3)sc2c1	.	.	1%	.	0%	.	1
Cc1ccc2oc(=O)c3cc(C(=O)N4CCN(c5ccccc5F)CC4)sc3c2c1	.	.	37%[activator]	.	-12%	.	22
O=C1NCCCCCCN(C(=O)c2ccco2)[C@H]2CCCC[C@@H]12	1%	4%	4%	-9%	-12%	0%	-10
COc1ccc(C(=O)Nc2ccc3c(c2)CCCN3C(=O)c2cccs2)c(OC)c1	.	.	-18%	.	?	.	-14

Remaining list, next part.
SMILES	HEK cytotox	GPT2 inh	SNCA expr inhib	3T3 cytotox	SNCA viab count	Luciferase inh	IP6K1 inhibitor
COc1cc(OC)c(N(C)C(=O)c2nn(C)c3c2CSc2ccccc2-3)cc1Cl	.	.	-11%	.	10%	.	2
CN1C(=O)C2(CCN(C(=O)Nc3ccccc3F)C2)c2ccccc21 (stereo not drawn)	-8%	-18%	15%	-26%	9%	-10%	25
O=C(c1cc(Cl)ccc1F)N1CCN(c2cc(C(F)(F)F)ncn2)CC1	?	2%	?	?	-3%	13%	15
COc1ccccc1CNC(=O)CNC(=O)c1cccc(-c2ccsc2)c1	?	i	-15%&-4%	?	6%	.	15&5
O=C(CC1CCCCN(Cc2ccccc2)C1=O)Nc1ccccc1 (stereo not drawn)	?	5%	?	?	7%	.	5
CC(C)NC(=O)N1CCN(C(=O)c2nc3cccnc3n(CCc3ccccc3)c2=O)CC1	-3%	-6%	-23%	-4%	0%	.	12
CCOc1ccccc1CN1CCC2(CCN(C(=O)c3ccc(Cl)nc3)CC2)Oc2ccccc21	4%	4%	-25%	i	0%	-1%	-4
Cc1noc(C)c1-c1cnc(NC(=O)c2ccc(Cl)cc2)c2c1CCO2	-24%[172 µM]	0%[88.5 µM]	14%[87.6 µM]	89µM*	3%[87.6 µM]	-10%[172 µM]	-5
O=C(c1noc2c1CCCCC2)N1CCN(c2ccc(Cl)cc2)CC1	.	.	-12%	.	4%	.	7

Pulled by compound from the list above, two records:
SMILES	HEK cytotox	GPT2 inh	SNCA expr inhib	3T3 cytotox	SNCA viab count	Luciferase inh	IP6K1 inhibitor
COc1ccccc1CC(=O)Nc1ccc2ncnc(N3CCCCC3)c2c1	?	i	-13%	?	-20%	0%	6
CC1(O)CCCN(Cc2cc3cc4c(cc3nc2-c2ccc(Cl)cc2)OCO4)C1 (stereo not drawn)	?	1%	?	?	?	32µM*	15

Of the compounds above, 2 have a cyano group:
SMILES	HEK cytotox	GPT2 inh	SNCA expr inhib	3T3 cytotox	SNCA viab count	Luciferase inh	IP6K1 inhibitor
COc1ccc(C(=O)N[C@@H]2CN(C(=O)Nc3cccc(C#N)c3)CCC[C@H]2O)cc1	?	-7%[88.5 µM]	11%[87.6 µM]	?	-22%[87.6 µM]	?	1
N#Cc1cccc(-c2c(C(=O)NCc3ccc(Cl)cc3)nc3sccn23)c1	?	4%	0%	35µM*	12%	.	5

Not all compounds are listed. The share of hits here may be higher or lower than overall.
